KB-V1 cytotox = kills drug-selected multidrug resistant KB-V1 cells; KB-V1 MDR cells viability, CellTiter-Glo, 72 h; Potency, µM (doses to about 46.1 µM), for the others: at the highest dose activity change, negative = cytotoxicity, hits mostly cytotoxic; 400,000 tested, 3.4% active; AID 1347076; note: potency is the fitted concentration of half-maximal effect; % is set by controls: 0 for no effect and ±100 for the full control effect; nearly all actives have a fitted effect of over 60% in size
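Readout: CellTiter-Glo luminescence, 10 min after addition. Cells: KB-V1 MDR subline, 72 h at 37 degrees C with compound. Analysis: corrected, normalized data fitted to concentration-effect curves.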
MCF10A rerep = induces DNA re-replication in MCF 10a normal breast cells | MCF 10A DNA re-replication, Hoechst nuclear intensity, 48 h | Potency, µM (highest dose often 46.1 µM), without a hit: at the top dose activity, positive = re-replication, hits mostly activators | 350,000 tested, 2.9% active | AID 624296; note: potency is the fitted concentration of half-maximal effect; % of control where 0% means no effect; nearly all actives have a fitted effect of over 50% in size
GLP1R cytotox = cytotoxicity counter-screen for GLP-1 receptor inverse agonists | 410,000 tested, 0.13% active | HEK293 cAMP-luciferase reporter cells, luminescence, 24 h | Potency, µM (top dose mostly 38.3 µM), inactives show top-dose activity change, negative = inhibition, actives largely listed as inhibitors;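 note: loss of luciferase light is scored as toxicity; potency is the fitted concentration of half-maximal effect; % is set by controls: 0 for no effect and ±100 for the full control effect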
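Quantitative HTS format, 1536 wells, 200 cells/uL seeded. Compounds: 23 nL, 24 h, 37 °C. Detection: luciferase reagent, luminescence at 12 min RT; decreased signal taken as cytotoxic.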
KB-3-1 cytotox = kills parental KB-3-1 adenocarcinoma cells. KB-3-1 viability, CellTiter-Glo ATP luminescence, 72 h. Potency, µM (titrated, usually from 46.1 µM), for inactives: at the highest dose activity change, negative = cytotoxic, hits mostly cytotoxic. 400,000 tested, 1.4% active. AID 1347075; note: potency is the fitted concentration of half-maximal effect; % is set by controls: 0 for no effect and ±100 for the full control effect; nearly all actives have a fitted effect of over 60% in size
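Screening of KB-3-1 cells (DMEM, 10% FBS, phenol-red free) ran from lowest to highest compound concentration; after 72 h at 37 °C viability was read luminescently and curves fitted.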
HT1080NT lethal = kills 2HG-producing HT-1080-NT fibrosarcoma cells. HT-1080-NT fibrosarcoma viability, CellTiter-Glo ATP luminescence, 48 h. Potency, µM (series often up to 46.1 µM), inactives show at the top dose activity, negative = less viability, most hits filed as cytotoxic. 360,000 tested, 1.6% active;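 note: NT is the 2HG producing partner of a matched IDH1 knockdown line; potency is the fitted concentration of half-maximal effect; 0% = DMSO-treated cells and -100% = media-only wells without cells; nearly all actives have a fitted effect of over 55% in size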
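Toxicity toward the 2HG-producing NT line was scored as %Activity, normalised to DMSO and no-cell wells, from CellTiter-Glo luminescence after 48 hours' treatment.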
HT1080 IDH1KD tx = HT-1080 IDH1 knockdown cell toxicity (counter line); 360,000 tested, 2% active; Potency, µM (series often up to 46.1 µM), for inactives: at the highest dose activity, negative = toxicity, actives largely listed as cytotoxic; HT-1080 IDH1 knockdown viability, ATP luminescence, 48 h; AID 686971;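 note: potency is the fitted concentration of half-maximal effect; 0% = DMSO wells and -100% = cell-free medium wells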
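After a 2 h attachment period, IDH1KD HT-1080 cells took pin-transferred compound for 48 h at 37 °C; ATP-based luminescence after 10 min room-temperature reagent incubation reported viability.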
DRD3 agonist = agonists of human D3 dopamine receptor; 410,000 tested, 0.58% active; D3R DiscoveRx beta-arrestin cells, luminescence, 90 min; P35462; max activation, %; AID 652048; in the data active = max activation above about 30%; note: 0% is about no effect; mostly tested at two doses, the higher about 12 µM
Target sequence (P35462 whole entry, looked up): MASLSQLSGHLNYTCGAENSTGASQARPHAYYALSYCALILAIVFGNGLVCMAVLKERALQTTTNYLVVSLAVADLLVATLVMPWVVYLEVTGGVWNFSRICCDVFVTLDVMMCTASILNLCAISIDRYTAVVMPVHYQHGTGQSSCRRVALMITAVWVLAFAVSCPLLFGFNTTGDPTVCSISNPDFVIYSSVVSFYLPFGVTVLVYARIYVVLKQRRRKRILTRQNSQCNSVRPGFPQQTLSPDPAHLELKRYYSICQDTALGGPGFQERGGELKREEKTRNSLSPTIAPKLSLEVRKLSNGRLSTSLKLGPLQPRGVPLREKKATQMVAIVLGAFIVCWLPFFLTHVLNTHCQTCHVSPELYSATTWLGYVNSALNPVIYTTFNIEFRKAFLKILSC
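Agonist mode: compounds and dopamine controls were applied to plated cells for 90 min at 37 degrees C after an overnight attachment at 1500 cells/well. Luminescent read-out followed 30 - 60 minutes at room temperature with DiscoveRx detection reagent.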
SW480 rerep = induces DNA re-replication in SW480 colon adenocarcinoma cells. 340,000 tested, 1.8% active. SW480 DNA re-replication, Hoechst DNA content imaging, 48 h. Potency, µM (highest dose often 46.1 µM), for inactives: at the highest dose re-replication activation, hits mostly activators. AID 624297; note: potency is the fitted concentration of half-maximal effect; % of control where 0% means no effect; nearly all actives have a fitted effect of over 55% in size
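Image-based read-out: total Hoechst fluorescence of nuclei (405 nm excitation, 500-530 nm emission), with hits raising the fraction of high-intensity nuclei. SW480 colon cells incubated 48 hr with compounds at 37 C.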
IL1B secr inh = inflammasome signaling inhibition, IL-1 beta readout; 360,000 tested, 4.7% active; THP-1 LPS/ATP IL-1B secretion, AlphaLISA, 16 h; stronger effect = lower value; activity change, % at 57.5 µM; in the data active = activity change below about -50%; inconclusive = mostly about -30% to -49%; note: % is set by controls: 0 for no effect and ±100 for the full control effect
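Secreted IL-1B measured by AlphaLISA bead assay after 16 h compound exposure of THP-1 cells; compounds (final up to 57.5 uM) added 1 h before LPS (250 ng/mL) and ATP (1.25 mM) stimulation; lower signal means less secretion.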
Active calls of the source: *; ? = inconclusive; . = no result given; & = joins results of further samples; [ ] = another dose, or the depositor's remark. Unless noted, calls come from the whole dose curve; as a rule, active = well fitted curve in the direction sought with a large enough effect; inconclusive = small, poorly fitted or top-dose-only effect, or another doubt; inactive = no such curve, though single readings can be large; an effect the other way counts as inactive or inconclusive.

Each structure is followed by: KB-V1 cytotox	MCF10A rerep	GLP1R cytotox	KB-3-1 cytotox	HT1080NT lethal	HT1080 IDH1KD tx	DRD3 agonist	SW480 rerep	IL1B secr inh
C[C@H](CO)N1C[C@H](C)[C@@H](CN(C)Cc2ccc(Cl)c(Cl)c2)OCc2cnnn2CCCC1=O
→ -4%	.	-14%	?	-5%	-1%	5	.	20
CCn1c(Cc2ccccc2)nnc1SCC(=O)Nc1ccc(N2CCOCC2)c(Cl)c1
→ -19%	-1%	1%	-4%	1%	-4%	-5	5%	-13
CCCOc1ccc(C2C(C(=O)c3ccc(C)o3)=C(O)C(=O)N2CCN2CCOCC2)cc1OC (configuration not stated)
→ 0%	0%	-15%	3%	-4%	-1%	-2	-5%	0
CCC1(c2ccccc2)NC(=O)N(CC(=O)N(C)CC(=O)Nc2ccc(F)c(F)c2F)C1=O (configuration not stated)
→ -15%	0%	-9%	-17%	0%	-3%	0	-29%	7
COc1ccc2c(c1)nc(SCC(O)c1ccccc1)n2C (configuration not stated)
→ ?	0%	-11%	-10%	-4%	0%	-13	-3%	1
O=C(CNC(=O)c1ccc(Br)o1)NC1CCCCC1
→ -3%	-1%	-9%	6%	2%	4%	-16	?	-6
COc1ccc(OC)c(NC(=O)CSc2nnc(Cn3c(=O)sc4ccccc43)n2C)c1
→ -15%	-3%	2%	9%	-1%	1%	-4	-1%	44
Cc1cccc(N2CCN(C(=O)N3CCCCC3)CC2)c1C
→ ?	?	2%	30%	-8%	2%	-6	-2%	-3
COc1ccc(C(=O)NC(=S)Nc2nc(-c3ccc(OC)c(Br)c3)cs2)cc1Br
→ ?	2%	0%	?	-1%	15%	14	-4%	9
CC(C)CC(NC(=O)c1ccccc1NC(=O)c1ccccc1)C(=O)O (configuration not stated)
→ 16%	-6%	7%	1%	0%	0%	-4	-8%	37

Whole records from above. Order of screens: KB-V1 cytotox | MCF10A rerep | GLP1R cytotox | KB-3-1 cytotox | HT1080NT lethal | HT1080 IDH1KD tx | DRD3 agonist | SW480 rerep | IL1B secr inh
`CCC1(c2ccccc2)NC(=O)N(CC(=O)N(C)CC(=O)Nc2ccc(F)c(F)c2F)C1=O` (configuration not stated) reads -15% | 0% | -9% | -17% | 0% | -3% | 0 | -29% | 7
`O=C(CNC(=O)c1ccc(Br)o1)NC1CCCCC1` reads -3% | -1% | -9% | 6% | 2% | 4% | -16 | ? | -6
`CCn1c(Cc2ccccc2)nnc1SCC(=O)Nc1ccc(N2CCOCC2)c(Cl)c1` reads -19% | -1% | 1% | -4% | 1% | -4% | -5 | 5% | -13

Additional entries:
Each structure is followed by: KB-V1 cytotox	MCF10A rerep	GLP1R cytotox	KB-3-1 cytotox	HT1080NT lethal	HT1080 IDH1KD tx	DRD3 agonist	SW480 rerep	IL1B secr inh
Cc1ccc([N+](=O)[O-])c(OCCN2C(=O)NC(C)(C)C2=O)c1
→ 4%	-6%	3%	-1%	1%	3%	0	-76%[inhibitor]	-4
COc1ccc(CC(=O)N(C)CC(=O)Nc2ccccc2Cl)cc1S(=O)(=O)N1CCOCC1
→ -3%	3%	2%	0%	-6%	1%	-4	0%	-18
COc1ccc(CC(=O)Nc2cc(C)ccn2)cc1OC
→ 1%	1%	10%	2%	10%	1%	-21	-12%	18
Cc1ccc(NC2CNC(=O)NC2=O)cc1C (configuration not stated)
→ -12%	-4%	0%	2%	-2%	-2%	3	12%	-1
O=C(N/N=C/c1c(O)ccc2ccccc12)c1ccc[n+](CCO)c1
→ ?	12%	-14%	-2%	-27%	?	25	?	103
CC(CNC1CCCCC1)OC(=O)c1ccccc1 (configuration not stated)
→ -20%	-32%[inhibitor]	6%	0%	16%	2%	-84&-24	1%	-13
S=C(NCc1ccc(Cl)cc1)N1CCN(c2ccccn2)CC1
→ -18%	8%[9.22 µM]	10%	2%	-14%	0%	-5	?	-10
Cc1cccc(C(C)C)c1NC(=O)CN(C)Cc1cccc(F)c1
→ -22%	14%	4%	-11%	-2%	-9%	-3	?	-5
Cc1ccc(S(=O)(=O)N[C@@H](Cc2ccccc2)C(=O)CCl)cc1
→ ?	2.3µM*	?	?	?	16µM*	-63	?	-107*
COc1cc(C)c(CN2CCC(n3nccc3NC(=O)C3CC3)CC2)cc1C
→ ?	2%	1%	19%	5%	5%	-9	-4%	19
COc1ccc(CCNS(=O)(=O)c2cc(C(=O)O)c(Cl)cc2Cl)cc1
→ 1%	-2%	4%	-3%	0%	-11%	-5	2%	21
COC(=O)c1ccc(NC(=O)COC(=O)CCC2CCCC2)cc1
→ 8%	4%	0%	8%	2%	0%	4	-7%	-4
Nc1sc2c(c1C(=O)NC1CC1)CCCC2
→ 12%	-3%	-8%	6%	-3%	1%	2	-9%	-20
C=CC[C@@H](CC(=O)N(CCO)Cc1ccccc1)C(=O)N[C@H](COC(=O)[C@@H](CC=C)CC(=O)OC(C)(C)C)Cc1ccccc1
→ 0%	-24%	-21%	0%	-14%	-27%	-2	-5%	?
CCn1ncc(CNC(=O)CCCSc2nc(-c3ccco3)cc(C(F)(F)F)n2)c1C
→ ?	0%	-1%	-2%	-2%	-15%	1	-2%	-1
CCCS(=O)(=O)c1c(S(=O)(=O)CCC)c2cc(-c3ccncc3)ccn2c1C(=O)OC
→ -25%	23µM*	33%[activator]	-4%	-19%	-13%	4	18µM*	-69*
O=C1NCCN1Cc1ccc(Cl)cc1
→ -13%	-4%	6%[7.66 µM]	1%	-3%	-1%	1	-6%	16
CCCCc1c(-c2cccc(Br)c2)ncn1CCc1ccccc1OC
→ 10µM*	.	-17%	?	15µM*	?	2	.	-72*
COc1ccc(NS(=O)(=O)c2ccc(OC)c(OC)c2)cc1OC
→ 21µM*	-1%	0%	-26%	2%	1%	2	-6%	28
CCOC(=O)N1CCN(C(=O)c2cccc(S(=O)(=O)Nc3ccc(Br)cc3)c2)CC1
→ 4%	2%	?	-2%	-9%	-4%	14	-3%	9

More results follow.
Structure	KB-V1 cytotox	MCF10A rerep	GLP1R cytotox	KB-3-1 cytotox	HT1080NT lethal	HT1080 IDH1KD tx	DRD3 agonist	SW480 rerep	IL1B secr inh
COC(=O)c1cc(OC)c(OC)cc1NC(=O)Nc1ccc(OC)cc1OC	2%	7%	8%	8%	14%	-3%	4	-6%	-1
CCNC(=S)N1CCN(Cc2ccc3c(c2)OCO3)CC1	19%	2%	-2%	5%	-5%	2%	-8	-8%	15
CC(=O)c1cccc(NC(=O)N2CCCC2C(=O)Nc2cccc(C)c2C)c1 (configuration not stated)	-13%	0%	10%	1%	-3%	-1%	-7	-11%	1
COc1cc(OC)nc(-n2ncc(OC)c(Br)c2=O)n1	-21%	10%	3%	-1%	0%	2%	-7	?	-24
Cc1ccc(C)c(C(=O)Nc2c(C(N)=O)oc3ccccc23)c1	7%	9%	4%	-4%	3%	1%	-3	-17%	52
Cc1ccccc1C(=O)N1[C@@H](C(C)C)COc2cc(Br)ccc2S1(=O)=O	?	?	-2%	?	-19%	-25%	35*	-12%	36
CN(C)/C=N/c1nc2nccc(-c3ccccc3)n2n1	-1%	-1%	7%	4%	10%	0%	-2	-7%	15
COc1ccc(/C=N/NC(=O)c2sc3nc(C)cc(C)c3c2N)cc1	13%	5.8µM*	1%	29%	?	?	-3	?	-26

Some of the entries so far, field by field:
Structure: CC(=O)c1cccc(NC(=O)N2CCCC2C(=O)Nc2cccc(C)c2C)c1 (configuration not stated)
  KB-V1 cytotox: -13%
  MCF10A rerep: 0%
  GLP1R cytotox: 10%
  KB-3-1 cytotox: 1%
  HT1080NT lethal: -3%
  HT1080 IDH1KD tx: -1%
  DRD3 agonist: -7
  SW480 rerep: -11%
  IL1B secr inh: 1
Structure: CN(C)/C=N/c1nc2nccc(-c3ccccc3)n2n1
  KB-V1 cytotox: -1%
  MCF10A rerep: -1%
  GLP1R cytotox: 7%
  KB-3-1 cytotox: 4%
  HT1080NT lethal: 10%
  HT1080 IDH1KD tx: 0%
  DRD3 agonist: -2
  SW480 rerep: -7%
  IL1B secr inh: 15

Remaining list, next part
Structure	KB-V1 cytotox	MCF10A rerep	GLP1R cytotox	KB-3-1 cytotox	HT1080NT lethal	HT1080 IDH1KD tx	DRD3 agonist	SW480 rerep	IL1B secr inh
O=C(NCCc1ccccc1)c1nc(-c2ccc(Cl)cc2)n2c1CCCCC2	-21%	.	-11%	6%	.	.	-14	.	.
CCc1cccc(NC(=O)NC(=O)Cn2nnc(C(=O)OC)c2C(=O)OC)c1	16%	-9%	8%	?	11%	4%	-9	0%	?
COC(=O)c1nnn(-c2nonc2N)c1CSc1ccc(Cl)cc1	15%	?	-4%	-15%	-11%	-18%	-11	-5%	20
Cc1cccc(C2C3=C(Nc4[nH]n(-c5ccccc5)c(=O)c42)c2ccccc2C3=O)c1 (configuration not stated)	?	-9%	-26%	?	-2%	3%	10	-6%	-9
CC(NC=O)c1nc2ccccc2n1CCc1ccccc1 (configuration not stated)	7%	10%	-1%	2%	-2%	1%	6	-9%	18
CC1(c2ccccc2Cl)NC(=O)N(CC(=O)NCCC2=CCCCC2)C1=O (configuration not stated)	-20%	-4%	-2%	3%	5%	15%	1	-1%	6
Cn1c(=O)c2sccc2n(Cc2ccc(Br)cc2)c1=O	-10%	-3%	2%	-22%	12%	1%	8	-4%	23
COc1ccccc1NC(=O)NCCN1CCCCC1	8%	1%	5%	0%	10%	8%	-14	-1%	4
COc1cc(NC(=O)NC(C)(C(F)(F)F)C(F)(F)F)cc(OC)c1OC	-21%	-13%	9%	13%	-5%	2%	-4	4%	-9
NCCCCC(=O)O	8%	-5%	-9%	0%	-15%	1%	9	-52%[inhibitor]	18

Compound activity: PubChem BioAssay, National Center for Advancing Translational Sciences (NCATS)
